Screening results from PubChem BioAssay.
Tau fibril FP: tau fibrillization inhibition (FP). P10636. K18 P301L tau heparin fibrillization, Alexa594 FP, 6 h. Potency, µM (titrated, usually from 57.7 µM), inactives show top-dose activity, negative = inhibition, actives largely listed as inhibitors. 280,000 compounds, 0.39% hits. AID 1468; also: potency is read from the fitted curve at half-maximal effect; % is scaled to controls: 0 for no effect and ±100 for the full control effect; nearly all actives have a fitted effect of over 55% in size
Target sequence (P10636 561-689 P618L limits assumed): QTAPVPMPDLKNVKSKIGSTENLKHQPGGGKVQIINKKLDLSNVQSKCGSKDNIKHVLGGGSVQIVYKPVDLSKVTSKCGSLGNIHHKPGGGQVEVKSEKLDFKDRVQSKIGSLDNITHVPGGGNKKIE
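Recombinant K18 P301L […], labeled with Alexa 594 at 0.24 uM over 15 uM unlabeled; heparin inducer 20 uM final; 37 C, 6 hr; FP endpoint.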
Epigenetic derep: regulators of epigenetic silencing causing reporter derepression in mouse cells; 280,000 compounds, 0.2% hits; AID 1865; Potency, µM (series often up to 53.9 µM), inactives show at the top dose GFP activation, hits mostly activators; murine LDR cells, GFP reporter derepression, 30 h; also: potency is read from the fitted curve at half-maximal effect; % of control where 0% means no effect; nearly all actives have a fitted effect of over 60% in size
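Murine LDR cells bearing a silenced CMV-driven GFP reporter were exposed to compound for 30 h at 37 C. After PBS washes, GFP-positive cells (20-120 um objects) counted by laser-scanning microplate cytometry.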
GLA spleen mod: inhibits or activates alpha-galactosidase in human spleen homogenate. P06280. human spleen homogenate, 4MU-alpha-Gal fluorescence, 40 min. Potency, µM (doses to about 80 µM), for the others: top-dose activity change, negative = inhibition, most hits filed as inhibitors. 240,000 compounds, 0.008% hits;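 also: potency is read from the fitted curve at half-maximal effect; 0% = enzyme with vehicle and -100% = no enzyme basal signal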
Target sequence (P06280 32-429 limits assumed): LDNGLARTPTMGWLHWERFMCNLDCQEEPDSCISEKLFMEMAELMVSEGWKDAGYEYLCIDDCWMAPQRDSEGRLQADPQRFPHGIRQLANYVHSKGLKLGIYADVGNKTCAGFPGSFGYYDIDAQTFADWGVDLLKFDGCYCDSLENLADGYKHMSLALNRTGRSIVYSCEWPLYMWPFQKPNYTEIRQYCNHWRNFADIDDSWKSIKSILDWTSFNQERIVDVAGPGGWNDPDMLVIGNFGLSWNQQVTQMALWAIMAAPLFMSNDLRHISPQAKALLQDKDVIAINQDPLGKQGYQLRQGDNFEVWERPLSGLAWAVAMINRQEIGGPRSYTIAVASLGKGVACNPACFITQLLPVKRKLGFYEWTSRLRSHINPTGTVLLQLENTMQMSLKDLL
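Human spleen homogenate (1 ug) was the enzyme source, with 4-methylumbelliferyl-alpha-D-galactopyranoside (1 mM final) in pH 5.0 citrate buffer with 0.01% Tween-20. Compounds were titrated; after 40 min at 37C, NaOH/glycine stop, 4-MU fluorescence read; AC50 from Hill fits.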
TRb SRC2 PPI: inhibitors of human thyroid hormone receptor beta-SRC2 interaction. P10828. TRbeta-SRC2 peptide binding, fluorescence polarization; receptor liganded with 1 µM T3. Potency, µM (series often up to 106 µM), without a hit: at the highest dose activity change, negative = inhibition, hits mostly inhibitors. 280,000 compounds, 0.065% hits. AID 1469;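 also: potency is read from the fitted curve at half-maximal effect; plate controls were bound peptide for no effect and peptide without receptor for full effect; nearly all actives have a fitted effect of over 50% in size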
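Decrease in fluorescence polarization of 20 nM Texas Red SRC2 coactivator peptide flagged inhibition of its binding to 0.6 uM TRb LBD; 1 uM T3 included, incubation 5 hr, ex 555/em 632 nm.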
CBFb RUNX1 block: CBF-beta/RUNX1 interaction disruption; AlphaScreen CBFb-His/RUNX1-biotin binding, biochemical; 230,000 tested, under 10 active; Potency, µM (top dose mostly 59.8 µM), for the others: at the highest dose activity, negative = inhibition, hits mostly inhibitors; Q01196+Q13951; also: % of control where 0% means no effect
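Interaction loss through any mechanism counts as activity. Pre-formed complex of His-CBF-beta and biotin-RUNX1 (30 nM apiece) is incubated with compound 15 min, then with 50 ng nickel and 50 ng streptavidin beads for 90 min before AlphaScreen detection.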
NPSR antagonist: neuropeptide S receptor (human) antagonism, cAMP. Q6W5P4. CHO-NPSR cells, cAMP TR-FRET, antagonist mode. Potency, µM (top dose mostly 38.3 µM), for inactives: top-dose activity change, negative = inhibition, most hits filed as inhibitors. 220,000 compounds, 1% hits. AID 1461; also: potency is read from the fitted curve at half-maximal effect; % is scaled to controls: 0 for no effect and ±100 for the full control effect; nearly all actives have a fitted effect of over 50% in size; many of its hits are not listed in these tables
Target sequence (Q6W5P4 whole entry, looked up): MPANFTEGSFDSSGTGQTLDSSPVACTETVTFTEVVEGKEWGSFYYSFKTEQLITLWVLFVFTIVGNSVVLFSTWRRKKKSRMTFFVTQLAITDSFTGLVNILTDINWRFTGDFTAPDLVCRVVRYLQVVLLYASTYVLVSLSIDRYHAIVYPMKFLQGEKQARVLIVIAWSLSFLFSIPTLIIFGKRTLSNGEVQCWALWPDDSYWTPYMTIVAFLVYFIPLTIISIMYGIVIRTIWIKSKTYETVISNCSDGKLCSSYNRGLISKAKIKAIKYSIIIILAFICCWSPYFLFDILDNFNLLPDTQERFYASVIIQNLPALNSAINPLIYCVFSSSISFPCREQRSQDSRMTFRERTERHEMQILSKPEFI
TR SRC2 fluor cs: alters Texas Red total fluorescence, flagging assay interference; Potency, µM (doses to about 106 µM), for inactives: top-dose fluorescence change, negative = quenching; 280,000 compounds, 0.29% hits; AID 1479; TRb/SRC2 Texas Red total fluorescence interference; active = well fitted curve in either direction with a large enough effect; inconclusive = small, poorly fitted or top-dose-only effect; also: potency is read from the fitted curve at half-maximal effect; % is scaled to controls: 0 for no effect and ±100 for the full control effect
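Human TRβ ligand-binding domain (0.6 uM) and Texas Red SRC2 peptide (20 nM) in Tris buffer with 1 uM T3 and 5% DMSO were incubated with pinned compound for 5 hr at ambient temperature. Total fluorescence was computed as S + 2P (555/632 nm).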
Tau fluor cs: counter-screen for tau fibril formation inhibitors | 280,000 compounds, 0.93% hits | tau K18 P301L (four-repeat tau fragment) Alexa594 fluorescence, heparin fibrillization | Potency, µM (titrated, usually from 57.7 µM), for the others: top-dose activity change, negative = decrease; also: potency is read from the fitted curve at half-maximal effect; % is scaled to controls: 0 for no effect and ±100 for the full control effect; nearly all actives have a fitted effect of over 55% in size
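Human K18 P301L tau (15 uM unlabeled plus 0.24 uM Alexa 594-labeled, final) in 100 mM sodium acetate pH 7 was mixed with compound and 20 uM heparin and incubated 6 hr at 37 C.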
* hit, by the source's call; ? = inconclusive; / = no result given; [ ] = another dose, or the depositor's remark. Unless noted, calls follow the shape of the dose curve; as a rule, active = well fitted curve in the direction sought with a large enough effect; inconclusive = small, poorly fitted or top-dose-only effect, or another doubt; inactive = no such curve, though single readings can be large; an effect the other way counts as inactive or inconclusive. Not all compounds are listed (hit frequency here may not be typical).

SMILES,Tau fibril FP,Epigenetic derep,GLA spleen mod,TRb SRC2 PPI,CBFb RUNX1 block,NPSR antagonist,TR SRC2 fluor cs,Tau fluor cs
CCC(C)[C@H](NC(=O)NC1CC1)C(=O)O (stereo partly specified),3%,19%,5%,-10%,0%,-2%[46.1 µM],1%,10%
O=C1NC(=O)c2cc(NC(=O)C3CCCCC3)ccc21,-6%,-1.1%,-2%,-7%,0%,-15%[46.1 µM],-4%,-2%
O=C(CC(c1ccccc1)c1ccccc1)Nc1ccncc1,-2%,1.1%,-3%,-3%,15%,-39%,0%,-14%
Cc1cc(C)n(-c2ccc(C(=O)OCC(=O)Nc3ccc(Cl)cc3[N+](=O)[O-])cc2)n1,7%,3.2%,-6%,-10%,-8%,22%,?,-20%
CCc1cc(-c2n[nH]c(=S)n2-c2ccccc2C)cs1,8%,-1.0%,-11%,-6%,-7%,-3%[46.1 µM],-2%,-14%
CCc1ccc(OCCOCC(O)CN2CCN(Cc3ccc(Cl)cc3)CC2)cc1 (stereo unspecified),13%,-1.9%,-5%,-8%,-4%,-3%,2%,-8%
COc1cccc(CN2CCNC(=O)C2CC(=O)NCCn2nc(C)cc2C)c1OC (stereo unspecified),-4%,1.6%,-28%,-8%,10%,?,-2%,-12%
Cc1cc(C)n(Cc2n[nH]c(=S)n2Cc2ccccc2)n1,1%,-2.9%,8%,-9%,7%,-9%[46.1 µM],-3%,3%
CN(C)C(=O)c1ccc(N/C=C(\C=O)c2nc3ccccc3o2)cc1,-4%,1.6%,4%,-1%[53 µM],-3%,18%,-1%[53 µM],1%
COc1ccc(C(=O)OCC(=O)NC2CC2)cc1S(=O)(=O)N1CCOCC1,3%,5.4%,-2%,-7%,-4%,18%,-5%,-11%
Nc1nnc(CC(=O)N2CCCCC2)s1,-19%,1.0%,4%,-11%,5%,-4%[46.1 µM],1%,-11%
O=[N+]([O-])c1ccc(Sc2cccc3cccnc23)cc1,11%,-1.5%,-28%,-1%,-13%,-16%[46.1 µM],0%,?
CCN1C(=O)c2cccc3c(S(=O)(=O)NCCc4c[nH]c5ccccc45)ccc1c23,?,2.4%,13%,2%,-11%,-16%[46.1 µM],-3%,-29%
COCCCN1CN=C(NS(=O)(=O)c2ccc(NC(C)=O)cc2)NC1,-8%,-0.2%,/,1%,/,/,-24%,-2%
CN(C)c1ccc(NC(=O)COC(=O)c2cc(=O)c3ccccc3o2)cc1,1%,-3.8%,5%,-1%,-5%,10%,0%,-3%
COc1ccc(OC)c(CCNC(=O)CSc2ccsc2[N+](=O)[O-])c1,6%,-0.5%,-3%,5%,-13%,-15%,2%,-26%
CC(=O)c1c(C)[nH]c(C(=O)N2CCN(c3ccc(F)cc3)CC2)c1C,5%,-0.2%,4%,-2%,-10%,8%[46.1 µM],2%,-6%
Cc1cccc(C)c1NC(=O)C(NC=O)c1ccccc1 (stereo unspecified),1%,-1.0%,11%,-9%,2%,-1%[46.1 µM],-4%,-4%
Cc1ccc(/C=C2/SC(=S)N(CCC(=O)N3CCN(C)CC3)C2=O)cc1,1%,?,-2%,0%,-4%,1%,0%,-11%
CN(C)CCNC(=O)C12CC3(C)CC(C)(CC(C)(C3)C1)C2,2%,0.0%,9%,1%,7%,5%[46.1 µM],-1%,-8%
O=C(Nc1cccnc1)NC1CCCCC1,2%,-0.7%,-1%,-1%,-10%,9%,0%,0%
CC(=O)N1CCN(Cc2nc3cc(NC(=O)c4ccccc4C)ccc3n2C)CC1,0%,0.0%,-9%,-7%,-2%,4%[46.1 µM],1%,-3%
CC1=Nc2cc(C(=O)NCC3CCCO3)ccc2Sc2ccc(Br)cc21 (stereo unspecified),10%,1.1%,7%,6%,-6%,-16%,0%,-3%
CCC(C(=O)Nc1ccc(C(C)C)cc1)n1nc(C)n2c(cc3cc(C)ccc32)c1=O (stereo unspecified),?,-1.4%,/,3%,/,/,-2%,-2%
CCn1cc([N+](=O)[O-])c(C(=O)NCc2ccc(Cl)cc2)n1,-3%,6.1%,-4%,7%[53 µM],-2%,-10%,-3%[53 µM],6%
CC(C)c1ccc(C2N=C(N)Nc3nc4ccccc4n32)cc1 (stereo unspecified),0%,0.0%,/,9%,/,/,7%,-28%
Cc1ccc2nc(-c3ccc(N)cc3)sc2c1S(=O)(=O)O,/,/,?,8%,?,/,-5%,/
CCc1ccc(NC(=O)C2CCCN(S(=O)(=O)c3c(C)noc3/C=C/N(C)C)C2)cc1 (stereo unspecified),-2%,-3.1%,/,-2%,/,/,-2%,?
COC(=O)C1=C(C)N(CC(C)C)C(=O)C1,-8%,-0.8%,8%,-2%,0%,4%[46.1 µM],2%,-11%
FC(F)(F)c1cccc(Cn2cnc(NC(=S)NCCc3ccccc3)n2)c1,-10%,0.6%,-2%,-4%,0%,-4%,-1%,-2%

Continuation.
Structure | Tau fibril FP | Epigenetic derep | GLA spleen mod | TRb SRC2 PPI | CBFb RUNX1 block | NPSR antagonist | TR SRC2 fluor cs | Tau fluor cs
Cn1nnnc1SCC(=O)Nc1nc2ccccc2s1 | 1% | 2.4% | 4% | -8% | 2% | -2% | -1% | -12%
CCCn1c2ccccc2c2cnn(CC(=O)NCc3ccccc3Cl)c(=O)c21 | 0% | 18% | / | 9% | / | / | -8% | -7%
CCOc1ccccc1NC(=O)c1ccc(OCC)c([N+](=O)[O-])c1 | 1% | -1.3% | 2% | -1%[53 µM] | 0% | 12% | -1%[53 µM] | 3%
COc1ccc(N(CC(=O)N2CCc3ccccc3C2)S(=O)(=O)c2c(C)nn(C)c2C)cc1 | -2% | 0.0% | 11% | -3% | -1% | -2%[46.1 µM] | -4% | -5%
COc1ccc(CN(C(=O)/C=C/c2ccccc2Cl)C2CCS(=O)(=O)C2)cc1 (stereo unspecified) | 6% | -2.2% | -3% | -9% | 15% | -14% | -2% | -16%
Cc1noc(C)c1COc1ccc(C(=O)OC(C)C(=O)Nc2ccc(S(=O)(=O)N3CCOCC3)cc2)cc1 (stereo unspecified) | -8% | 1.0% | 0% | -2% | 9% | -3% | 3% | -22%
COc1ccccc1-c1cc(C(F)(F)F)nc(N2CCN(c3ccccc3)CC2)n1 | 6% | -1.4% | -8% | 6% | 4% | 4%[46.1 µM] | -3% | -18%
CCOCC(=O)Nc1cccc(NC(C)=O)c1 | -4% | -1.0% | 1% | -6% | 13% | 0%[46.1 µM] | 1% | 5%
Cc1ccc(CC(=O)NCc2ccc(Cl)cc2)cc1 | -1% | -4.9% | -5% | 2% | 5% | 3% | -2% | -8%
COc1cccc(C2CC(=O)Nc3cc4c(cc32)OCCO4)c1OC(C)C (stereo unspecified) | 4% | 0.0% | 3% | -8% | 4% | -19%[46.1 µM] | -3% | -8%
CC(=O)N1CCN(Cc2nc3cc(Cl)ccc3c(=O)[nH]2)CC1 | 1% | -2.6% | 2% | 3% | -4% | 6% | -3% | 2%
O=C(Nc1ccccc1)C(Cc1ccccc1)N1Cc2ccccc2C1=O (stereo unspecified) | ? | 1.2% | / | -4% | / | / | 0% | -2%
CC1=C(C(=O)OCc2ccccc2)C(c2ccc(Cl)cc2Cl)NC(=O)N1CCCC(=O)O (stereo unspecified) | -5% | -4.5% | 8% | 2% | 1%[2.36 µM] | -18% | -2% | 12%
Cc1csc(NC(=O)c2nc3nccc(C)n3n2)n1 | -8% | 0.7% | 1% | -6% | -4% | -1%[46.1 µM] | 0% | 2%
O=C(c1cccs1)c1coc2ccc(O)c(CN3CCOCC3)c12 | -3% | -0.9% | 1% | -9% | -1% | -1%[46.1 µM] | -2% | -5%
O=C1/C(=C/c2coc3ccc(O)cc3c2=O)SC(=S)N1c1ccccc1 | -4% | 6.4% | 5% | 3% | 6% | ? | 1% | -15%
CON(C)S(=O)(=O)c1ccc2c(c1)NC(=O)C1CCCN21 (stereo unspecified) | ? | 0.0% | 5% | 3% | 0% | -8%[46.1 µM] | 1% | -21%
CCN(CC)C(=O)c1cc2c(=O)oc3ccccc3c2s1 | -10% | 1.0% | -3% | 0% | 5% | 1%[46.1 µM] | -3% | -13%
O=C1OC(/C(=C\NCc2ccccc2)[N+](=O)[O-])c2ccccc21 (stereo unspecified) | -11% | -0.9% | 2% | 2% | 0% | -8% | -2% | -6%
